UHRF1 binding: UHRF1 methylated DNA binding inhibitors, primary screen, counter-screen for MBD2 inhibitor project, biochemical, TR-FRET, human UHRF1, single concentration; E3 ubiquitin-protein ligase UHRF1 (Homo sapiens), Q96T88; UHRF1 binding to methylated oligo; inhibition, % at 4.4 µM; actives 0.75% (n = 370,000); in the data active means inhibition above about 21%;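 further: UHRF1 SRA domain binding a hemimethylated CpG hairpin DNA probe; 0% = median of test compound wells and 100% = reference inhibitor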
HGIII-sPLA2 inh: human group III sPLA2 inhibitors, primary screen, biochemical, QFRET, BODIPY PC-A2 liposome substrate | Group 3 secretory phospholipase A2 (Homo sapiens), Q9NZ20 | QFRET BODIPY PC-A2 liposome hydrolysis, fluorescence | inhibition, % at 12.2 µM | actives 0.56% (n = 370,000);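 active means inhibition above mean plus 3 SD of compounds lying within the high and low control bounds, cut at about 19% in these data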;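 further: 0% = median of test compound wells and 100% = no enzyme DMSO wells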
KLK7 zymogen act: proKLK7 zymogen activators, primary screen, biochemical, fluorescence intensity | Kallikrein-7 (Homo sapiens), P49862 | purified proKLK7, EDANS-DABCYL substrate fluorescence; 100% is mature enzyme control, 0% vehicle | activation, % at 7 µM | actives 0.9% (n = 370,000);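 active means activation above the mean of all tested compounds plus 3 SD, computed per campaign excluding outliers beyond control limits, cut at about 13% in these data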
Target sequence (P49862 whole entry, looked up): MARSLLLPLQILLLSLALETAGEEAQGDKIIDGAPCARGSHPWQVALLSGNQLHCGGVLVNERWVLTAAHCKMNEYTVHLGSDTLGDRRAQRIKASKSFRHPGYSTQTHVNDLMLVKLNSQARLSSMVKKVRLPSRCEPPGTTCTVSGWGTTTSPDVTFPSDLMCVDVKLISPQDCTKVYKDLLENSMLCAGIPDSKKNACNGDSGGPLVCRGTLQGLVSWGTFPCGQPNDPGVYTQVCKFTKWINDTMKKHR
NR1D1 modulator: modulators of Rev-erb alpha DNA binding, primary screen, biochemical, FITC-DNA, fluorescence polarization, uHTS. actives 0.79% (n = 370,000). Rev-erbα–FITC-DNA binding, 90 min. activity, % at 10 µM;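 active means activity above about 14%, limit read from the data; passing the limit was not always enough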;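 further: 0% = DMSO wells with 35 nM protein and 100% = DMSO wells with 750 nM protein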
Target sequence (P20393 whole entry, looked up): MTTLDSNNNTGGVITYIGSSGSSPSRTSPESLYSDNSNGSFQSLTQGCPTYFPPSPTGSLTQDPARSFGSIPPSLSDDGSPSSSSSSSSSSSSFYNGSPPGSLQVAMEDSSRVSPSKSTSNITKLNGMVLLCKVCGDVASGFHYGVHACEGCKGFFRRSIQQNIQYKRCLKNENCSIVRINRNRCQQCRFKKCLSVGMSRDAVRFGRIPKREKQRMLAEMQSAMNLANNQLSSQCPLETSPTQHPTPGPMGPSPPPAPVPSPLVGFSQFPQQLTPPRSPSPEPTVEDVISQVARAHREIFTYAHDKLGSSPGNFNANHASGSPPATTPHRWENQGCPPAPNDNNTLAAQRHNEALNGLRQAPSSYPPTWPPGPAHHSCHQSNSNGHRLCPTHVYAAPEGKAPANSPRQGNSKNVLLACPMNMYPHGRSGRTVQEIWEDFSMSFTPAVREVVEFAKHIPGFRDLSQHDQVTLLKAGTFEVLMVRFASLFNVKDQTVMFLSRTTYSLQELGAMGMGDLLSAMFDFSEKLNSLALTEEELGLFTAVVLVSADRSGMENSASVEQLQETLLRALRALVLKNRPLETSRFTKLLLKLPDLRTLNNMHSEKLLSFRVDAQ
PLCg1 inh: PLC-gamma1 enzyme inhibitors, primary screen, biochemical, fluorescence, purified enzyme; fluorogenic substrate; 1-phosphatidylinositol 4,5-bisphosphate phosphodiesterase gamma-1 (Homo sapiens), P19174; actives 0.84% (n = 370,000); inhibition, % at 12.2 µM; in the data active means inhibition above about 9.5%
PLC-beta3 inh: human PLC-beta3 inhibitors, primary screen, biochemical, fluorescence; 1-phosphatidylinositol 4,5-bisphosphate phosphodiesterase beta-3 (Homo sapiens), Q01970; Purified PLC-beta3, fluorogenic substrate; inhibition, % at 12.2 µM; actives 0.18% (n = 370,000); AID 720704, 2013; in the data active means inhibition above about 11%;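 further: 0% = median of compound wells on plate and 100% = full blocker control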
ARFGAP1 inhibitor: inhibitors of rat ARFGAP1 GAP activity, primary screen, biochemical, fluorescence polarization, GDP tracer | inhibition, % at 16.5 µM | Arfgap1-stimulated ARF1 GTP hydrolysis, GDP FP detection | ADP-ribosylation factor GTPase-activating protein 1 (Rattus norvegicus), Q62848 | actives 0.26% (n = 360,000) | AID 651572, 2012;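 active means inhibition above a per-plate limit, mean inhibition of low control wells plus 3 SD, cut at about 25% in these data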;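 further: 0% = DMSO wells with enzyme and 100% = wells lacking Arfgap1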
Target sequence (Q62848 1-136 limits assumed): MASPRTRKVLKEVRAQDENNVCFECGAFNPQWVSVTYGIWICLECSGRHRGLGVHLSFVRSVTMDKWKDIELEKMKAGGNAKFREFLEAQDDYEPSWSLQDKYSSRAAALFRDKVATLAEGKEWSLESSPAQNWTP
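System: truncated rat Arfgap1 GAP domain / Benchmarks: high control wells lacking Arfgap1, low control full reaction with DMSO / Times: compound-enzyme preincubation 20 min, reaction 120 min, detection 60 min, 25 °C / Repeats: one replicate per compound / Also added: human ARF1(Δ1-17)-GTP substrate / Measured by: Tracer-displacement fluorescence polarization with EDTA stop, 620/688 nm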
DDE Tn7 FP inh: inhibitors of Tn7 peptide binding to fibrin DD(E), primary screen, biochemical, fluorescence polarization, human fibrin, Tn7 probe; inhibition, % at 8.3 µM; AID 720508, 2013; FP displacement of FITC-Tn7 peptide from fibrin DD(E); 0% = median of compound wells per plate; actives 0.13% (n = 370,000);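 active means inhibition above the mean of compounds falling within the control limits plus 3 SD of them, cut at about 14% in these data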;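 further: 0% = plate median of compound wells and 100% = 10 µM Aha-Tn7 peptide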
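Assay system: Human clot-derived fibrin DD(E) complex | Buffer or medium: Tris/NaCl/CaCl2 buffer, pH 7.8 | Repeats: One replicate per compound | Benchmarks: Aha-Tn7 high control | Measure: % inhibition scaled between sample-field median and high-control FP | Schedule: 10 min plus 3 h, room temperature | Signal: Fluorescence polarization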
DDE Tn6 FP inh: inhibitors of Tn6 peptide binding to fibrin DD(E), primary screen, biochemical, fluorescence polarization, human fibrin, Tn6 probe; Fibrin DD(E) TRITC-Tn6 fluorescence polarization displacement; actives 0.21% (n = 370,000); Fibrinogen beta chain (Homo sapiens), P02675; inhibition, % at 8.3 µM;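 active means inhibition above a per-campaign cutoff: mean of compounds within control limits plus 3 SD, cut at about 15% in these data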;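 further: 0% = median of all compound wells on the plate and 100% = blocking peptide control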
ASAP1 GAP inh: inhibitors of human ASAP1 ArfGAP activity, primary screen, biochemical, fluorescence polarization. Arf-GAP with SH3 domain, ANK repeat and PH domain-containing protein 1 (Homo sapiens), …. ASAP1-stimulated ARF1 GTP hydrolysis, GDP FP detection. inhibition, % at 16.5 µM. actives 0.19% (n = 360,000); in the data active means inhibition above about 25%;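 further: 0% = vehicle with enzyme and substrate and 100% = no enzyme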
* = called active by the depositor; i = inactive; x = not tested or not shown; & = joins results of further samples. Not a hit list. Share with any hit: about 4.5%.

SMILES	UHRF1 binding	ASAP1 GAP inh	HGIII-sPLA2 inh	PLC-beta3 inh	DDE Tn6 FP inh	NR1D1 modulator	KLK7 zymogen act	DDE Tn7 FP inh	PLCg1 inh	ARFGAP1 inhibitor
O=C(Nc1ccncc1)c1ccc(Cl)cc1	4	-8	14	-8	-6	-6	-1.2	-6	4	15
COc1ccccc1-c1csc(C(NC(C)=O)c2cccc(F)c2)n1 (stereo unspecified)	0	-2	0	-8	4	17	0.1	1	-6	-9
Cc1cc(Br)ccc1NC(=O)C(C)c1ccc([N+](=O)[O-])cc1 (stereo unspecified)	-1	8	-13	4	0	-2	-1.0	0	5	-11
CCOC(=O)C1=C(CS(=O)(=O)c2ccccc2)NC(=O)NC1c1ccccc1 (stereo unspecified)	3	-2	-2	4	5	-2	-0.2	-1	3	4
Cc1noc(C)c1-c1nc(CSc2ccc(Cl)cc2)no1	-3	-4	-2	-5	-3	13	0.1	-3	6	3
O=C(/C=C/c1cn(CC(O)CN2CCCCC2)c2ccccc12)c1ccccc1 (stereo unspecified)	-16	0	-12	-196	3	4	-0.2	1	-139	-12
Cc1ccc(-c2nc3ccccc3[nH]2)cc1NC(=O)c1ccco1	1	1	-3	-5	-1	1	1.1	-3	-7	-3
COc1ccc(CN2CCC(C(=O)NCCc3ccc(OC)c(OC)c3)CC2)c(OC)c1	-2	-4	4	-1	-2	-3	-0.1	4	2	-5
CCC[C@@H](NS(=O)(=O)c1ccc(C)cc1)C(=O)Oc1ccc2c3c(c(=O)oc2c1)CCC3	6	-9	1	i	-3	-7	42*	-3	i	-4
COc1ccc(S(=O)(=O)N2CCN(C(=O)c3cccs3)CC2)cc1	2	13	-3	0	3	-6	-0.2	-6	4	2
Cc1cc(C)nc(N2C(=O)CC(C(=O)O)NC2=NCCc2c[nH]c3ccccc23)n1 (stereo unspecified)	-1	9	-3	1	-1	4	-0.2	5	-3	-4
COc1ccc(-n2c(C)cc(/C=N/Nc3nnc(C)n3N)c2C)cc1	9	-4	3	0	4	-8	-1.0	-10	1	-7
CCCNC(=O)c1ccc(CN2CCc3ccccc3C2)cc1	-1	0	5	0	4	0	-0.4	8	1	-9
CCCC1C2CN(C(C)=O)CC=C2C(C#N)=C(N)C1(C#N)C#N (stereo unspecified)	-3	-6	4	-39	-3	-4	6.2	12	-28	6
COc1ccc(Oc2cccc3c2S(=O)(=O)N(C2CC2)C[C@@H](COCc2ccccc2)O3)cc1	0	7	2	-3	-6	-3	0.2	-1	-4	-1
CC1CCC(NC(=O)Cn2cc3c(n2)CCCC3)CC1 (stereo unspecified)	1	-8	2	6	7	-6	-0.1	-7	0	-9
COc1ccc(OC)c(-c2csc(NC(=O)C3=COCCO3)n2)c1	-2	-3	-11	-10	7	-2	-0.5	4	-8	-3
CC1CC(C)CN(C(C(=O)NC2CCCCC2)c2cc3ccccc3o2)C1 (stereo unspecified)	8	-8	6	-4	-1	-6	0.0	-5	1	-5
COc1ccc(-n2nc(C(=O)NCC(=O)NCCN(C)C)c3ccccc3c2=O)cc1	6	-8	15	-95	-11	-4	0.2	-2	-64	12
COc1ccc(NC(=O)Nc2ccc(OC)cc2)cc1	4	-2	1	3	0	3	-0.7	-6	7	15
O=C(CCC(=O)N1CCCCCC1)Nc1ccc([N+](=O)[O-])cc1	0	8	3	-6	0	0	-0.3	-3	2	15
Cc1ccc(-n2nc3c(SCCN4CCOCC4)nnc(C)c3c2C)cc1	1	-8	1	2	-2	-1	0.1	-2	-1	-2
COc1ccc(C(=O)NCCSCc2ccccc2)cc1OC	0	0	2	1	-3	2	0.2	-5	0	-7
C=CCNC(=S)Nc1nc2c(cc1C(=O)OCC)CCCC2	1	8	18	1	3	3	0.3	8	-1	24
Cc1c(C)c2c(OCC(=O)NCC(O)c3ccccc3)cc3c(c2oc1=O)CCC(C)(C)O3 (stereo unspecified)	-2	-1	4	-45	2	-8	-2.1	5	-35	6
CCC1Nc2ncnc(N3CCN(c4ccccc4)CC3)c2N(Cc2ccccc2)C1=O (stereo unspecified)	-3&-4	-1&-3	-7&0	-9&-6	2&-8	4&-1	0.8&-0.2	-4&-2	-4&-3	0&10
CCC1=NN(C(=O)Cc2ccc([N+](=O)[O-])cc2)C(O)(c2ccncc2)C1 (stereo unspecified)	0	15	0	2	8	0	0.5	1	-1	3
O=C(CSCc1ccccc1)Nc1ccccc1C(=O)Nc1ccc(C(=O)O)cc1	1	-3	1	-14	-3	3	0.2	-5	-6	-9
CSc1nc(SCC(N)=O)c2c3c(sc2n1)CN(C)CC3	6	-11	10	-93	-12	-15	-0.7	4	-89	-1
CCOc1ccc(/C=N/NC(=O)c2ccc(CSc3nc4ccccc4[nH]3)cc2)cc1	-3	12	-14	-6	-4	-6	-0.5	7	-7	4
CC(C)CC(NC(=O)C(NC(=O)C1OC2OC(C)(C)OC2C2OC(C)(C)OC12)C(C)C)C(=O)O (stereo unspecified)	2	0	1	0	1	7	0.1	-1	0	1
CC(C)C(=O)NC(=S)Nc1ccccc1C(F)(F)F	0	4	10	0	-6	-4	0.0	-4	1	4
c1ccc(Cn2c(SC3CCCCC3)nnc2-c2cccnc2)cc1	-2	x	2	-1	6	-5	0.1	-5	0	x
C/C=C\C=C/C(=O)Nc1cccc(C2=NOC3(C2)C[C@@H](C(N)=O)N(C(=O)c2ccc(Cl)cc2)C3)c1 (stereo partly specified)	-1	-4	-7	-4	-2	8	0.5	-2	-4	11
COc1ccccc1Cn1c(=S)[nH]c2cc(C(=O)N3CC(C)CC(C)C3)ccc2c1=O (stereo unspecified)	1	10	6	1	-7	0	0.4	-1	0	19
CC(=O)Nc1ccc(S(=O)(=O)Nc2cc(S(=O)(=O)N3CCCCC3)ccc2O)cc1	3	1	-10	-6	0	0	-0.1	-1	-1	-4
O=C(NC(=S)N1CCCc2ccccc21)c1ccc(Br)cc1	-5	-1	3	-28	6	2	-0.6	-1	-25	-1
COc1ccc(S(=O)(=O)N2CCN(C(=O)c3ccc(=O)[nH]n3)CC2)cc1OC	2	-8	3	-5	10	9	-0.1	-3	-8	7
Cc1cc(C)cc(NC(=O)CN2CCN(CCN=CC3=C(O)CC(C)(C)CC3=O)CC2)c1	-2	1	-1	2	-6	-3	0.1	6	3	-2
N#Cc1cccc(CN2CCC(=O)N([C@H](CO)Cc3ccccc3)CC2)c1	-1	-8	4	1	-1	-2	0.1	-1	5	9
Cc1ccc(C(=O)N/C(=C/c2ccc(-c3ccc([N+](=O)[O-])cc3)o2)C(=O)NCCCN(C)C)cc1	4	-4	10	-416	-6	1	-0.3	7	-420	-3
O=C(NCc1cc(F)ccc1F)C1CCC(=O)N(C2CCCCCC2)C1 (stereo unspecified)	0	3	4	-6	1	-6	0.5	0	0	7
COc1ccc(CN2CCC(CNC(=O)NC3CCCC3)CC2)cc1	1	x	1	0	-2	-5	0.1	-4	3	x
CCOc1cccc(C(=O)NC2CCCCC2)c1	0	-13	-4	1	1	-2	0.0	5	1	3
Cc1c(O)ccc2c(CN3CCN(CCO)CC3)cc(=O)oc12	-1	15	-2	i	-3	-2	66*	-4	i	3
Cc1cccc(NC(=S)N2CCN(c3ccccc3)CC2)c1	2	4	11	2	-2	-3	-0.7	-5	-1	-2
O=C(CSc1ccc2c(c1)OCCO2)NC(=O)NC1CCCC1	2	1	0	2	-3	5	0.3	-4	4	12
Fc1cccc(NC(=S)Nc2cccnc2)c1	-2	-12	3	0	5	1	-0.2	-1	0	11
CCOC(=O)c1nc(C)nc(Sc2n[nH]c(-c3ccccc3)n2)c1C	1	-9	3	-1	5	-4	-0.5	7	4	-11
O=C1c2cccc3cccc(c23)C(=O)N1CCN1CCN(CC(O)COc2ccc3ccccc3c2)CC1 (stereo unspecified)	-1	8	-5	-4	9	3	-0.5	2	-3	0

3 compounds already listed, arranged by the number in KLK7 zymogen act, descending:
canonical_smiles	ASAP1 GAP inh	HGIII-sPLA2 inh	PLC-beta3 inh	DDE Tn6 FP inh	NR1D1 modulator	KLK7 zymogen act	DDE Tn7 FP inh	PLCg1 inh	ARFGAP1 inhibitor
O=C(NCc1cc(F)ccc1F)C1CCC(=O)N(C2CCCCCC2)C1 (stereo unspecified)	3	4	-6	1	-6	0.5	0	0	7
COc1ccc(CN2CCC(CNC(=O)NC3CCCC3)CC2)cc1	x	1	0	-2	-5	0.1	-4	3	x
CCOc1cccc(C(=O)NC2CCCCC2)c1	-13	-4	1	1	-2	0.0	5	1	3

New compounds follow.
SMILES	UHRF1 binding	ASAP1 GAP inh	HGIII-sPLA2 inh	PLC-beta3 inh	DDE Tn6 FP inh	NR1D1 modulator	KLK7 zymogen act	DDE Tn7 FP inh	PLCg1 inh	ARFGAP1 inhibitor
O=C(CSc1nnc2scc(-c3ccc(Cl)cc3)n12)NCc1ccco1	12	-8	3	7	-5	1	0.0	7	0	0
CCC(=O)NCc1c(C)c(C)n(Cc2ccccc2)c1-n1cccc1	0	0	7	-3	1	2	0.4	-1	-1	2
CCOc1cc(N2CCOCC2)c(OCC)cc1NC(=O)CCS(=O)(=O)c1ccc(Cl)cc1	5	1	0	-6	-2	2	0.3	2	1	9
CCCCN1CCNC[C@@H]1c1ccccc1	2	6	0	6	5	-4	-0.4	-4	8	-4
COc1ccc(CNC(=O)C2CC(C)=C(C)CC2C(=O)O)cc1 (stereo unspecified)	0	-2	-2	-1	-7	4	-0.4	-5	0	-7
CC(C)(CO)CN1CCC(n2nccc2NC(=O)C2CCOC2)CC1 (stereo unspecified)	0	-2	1	4	1	2	0.3	-10	3	-1
COc1cc2nc(Cl)nc(N3CCCCC3)c2cc1OC	8	11	9	-2	-11	0	0.0	-6	-5	5
